Screens deposited in PubChem by National Center for Advancing Translational Sciences (NCATS).
FUS suppressor – suppressors of FUS proteinopathy in yeast; S. cerevisiae FUS-expressing, growth rescue, OD600, 24 h; Potency, µM (titrated, usually from 76.6 µM), for the others: top-dose growth rescue (activation), most hits filed as activators; actives 0.24% (n = 390,000);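 also: potency is read from the fitted curve at half-maximal effect; plate controls were DMSO vehicle for no effect and reference control for full effect; nearly all actives have a fitted effect of over 55% in size; some results filed as inactive show a strong effect at the top dose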
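Read-out: OD at 600 nm after 24hr at 30C, reporting rescue of FUS-induced yeast toxicity. Cells at OD 0.005 in galactose (2%) minimal medium; compounds tested in a dilution series; CP55940 titration from 92uM final as control.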
GLP-1R inv ag – GLP-1 receptor (human) inverse agonism | HEK293 GLP-1R CRE-luciferase, luminescence, 24 h; GLP-1R form is constitutively active | Potency, µM (series often up to 38.3 µM), for inactives: at the top dose activity change, negative = inhibition, usual class: inhibitors | actives 1.6% (n = 410,000) | AID 624417; also: potency is read from the fitted curve at half-maximal effect; % is scaled to controls: 0 for no effect and ±100 for the full control effect; nearly all actives have a fitted effect of over 55% in size
Target sequence (P43220 whole entry, looked up): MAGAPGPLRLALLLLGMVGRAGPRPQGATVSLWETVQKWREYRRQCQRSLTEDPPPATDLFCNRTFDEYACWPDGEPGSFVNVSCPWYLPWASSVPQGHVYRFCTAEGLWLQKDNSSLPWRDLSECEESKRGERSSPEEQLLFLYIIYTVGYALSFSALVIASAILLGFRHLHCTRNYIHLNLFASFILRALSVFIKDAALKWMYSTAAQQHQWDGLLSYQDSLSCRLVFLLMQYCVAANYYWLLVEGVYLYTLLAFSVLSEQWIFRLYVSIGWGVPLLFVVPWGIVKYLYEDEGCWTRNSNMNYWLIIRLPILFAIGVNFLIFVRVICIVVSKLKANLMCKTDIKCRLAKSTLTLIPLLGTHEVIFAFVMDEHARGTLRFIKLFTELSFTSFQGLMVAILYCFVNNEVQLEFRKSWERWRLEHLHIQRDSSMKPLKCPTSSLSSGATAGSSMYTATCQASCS
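Constitutively active GLP-1R drives a cAMP-responsive luciferase in stably transfected HEK293 cells; test compounds are added after overnight (12 h) attachment and left 24 hr, and signal loss in luminescence marks inhibition.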
Akt phos inh – inhibitors of Akt phosphorylation | Neuro2A IGF-stimulated pAkt S473 HTRF, 20 min; stronger effect = lower value | activity change, % for hits at 50 µM | actives 0.32% (n = 360,000) | AID 651550; in the data active = activity change below about -80%; inconclusive = mostly about -51% to -80%; also: % is scaled to controls: 0 for no effect and ±100 for the full control effect
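Neuro2A cells (4,500/well, DMEM with 0.5% FBS) were treated with compound at a single 50 µM final concentration, stimulated with 6 nM IGF for 20 min at 37 °C, and lysed. Phospho-Akt Ser473 was read by HTRF as 665/615 ratio ×10^4.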
PTHR1 ag – PTHR1 (human) receptor agonism; Q03431; HEK293 GP2 PTHR1 cells, GloSensor cAMP luminescence, 1 h; Potency, µM (doses to about 115 µM), inactives show at the top dose activation, actives largely listed as activators; actives 0.075% (n = 410,000); also: potency is read from the fitted curve at half-maximal effect; nearly all actives have a fitted effect of over 55% in size; some results filed as inactive show a strong effect at the top dose; inactives centre near -15; many of its hits are not listed in these tables
Target sequence (Q03431 whole entry, looked up): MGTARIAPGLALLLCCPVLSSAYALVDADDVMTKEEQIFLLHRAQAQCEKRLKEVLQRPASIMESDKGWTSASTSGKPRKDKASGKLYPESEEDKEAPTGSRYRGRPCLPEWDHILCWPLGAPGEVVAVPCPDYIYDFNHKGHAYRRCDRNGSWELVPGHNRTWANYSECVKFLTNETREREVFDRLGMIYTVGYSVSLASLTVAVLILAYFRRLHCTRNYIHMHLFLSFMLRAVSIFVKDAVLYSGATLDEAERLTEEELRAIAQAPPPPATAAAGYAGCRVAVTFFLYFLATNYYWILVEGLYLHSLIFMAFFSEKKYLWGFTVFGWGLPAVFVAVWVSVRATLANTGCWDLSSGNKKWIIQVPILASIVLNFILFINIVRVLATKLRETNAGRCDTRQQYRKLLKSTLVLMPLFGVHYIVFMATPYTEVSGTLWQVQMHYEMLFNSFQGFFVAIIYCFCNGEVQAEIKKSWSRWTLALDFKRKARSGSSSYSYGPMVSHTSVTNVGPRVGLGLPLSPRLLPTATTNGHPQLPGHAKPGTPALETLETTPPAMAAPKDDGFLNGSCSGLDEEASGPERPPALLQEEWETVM
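HEK-293-derived GP2 cells expressing PTHR1 and a GloSensor cAMP reporter, 3,000/well, plated overnight, given luciferin plus IBMX (each 0.5 mM as added) for 1 h at 37 °C, then compound for 1 h at 37 °C. Luminescence was read after 15 min at room temperature.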
HEK293 tox – cytotoxicity in counter-screen for GLP-1R inverse agonists | AID 624418 | HEK293 cAMP-luciferase reporter cells, luminescence, 24 h | actives 0.13% (n = 410,000) | Potency, µM (highest dose often 38.3 µM), for the others: at the top dose activity change, negative = inhibition, most hits filed as inhibitors;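 also: loss of luciferase light is scored as toxicity; potency is read from the fitted curve at half-maximal effect; % is scaled to controls: 0 for no effect and ±100 for the full control effect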
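A 23 nL compound transfer followed 12 hours of cell culture at 37 deg C; exposure then lasted 24 hr. Luciferase assay detection reagent was dispensed and plates read for luminescence after a 12 min room-temperature wait.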
aSyn rescue – rescues yeast growth from alpha-synuclein toxicity; Yeast expressing alpha-synuclein, growth rescue, BacTiter-Glo, 24 h; actives 0.14% (n = 370,000); Potency, µM (top dose mostly 46.1 µM), for inactives: top-dose growth rescue (activation), actives largely listed as activators; also: potency is read from the fitted curve at half-maximal effect; % of control where 0% means no effect; nearly all actives have a fitted effect of over 65% in size
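Readout is rescue of growth in alpha-synuclein-expressing yeast, so inhibitors of toxicity appear as activators. Growth after 24 hr at 30 deg C in galactose medium is quantified by luminescence.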
Abeta rescue – A-beta toxicity reversal in yeast | yeast expressing A-beta42, growth rescue, OD600, 48 h; response scale: 0% DMSO, 100% iron-clioquinol control | Potency, µM (titrated, usually from 46.1 µM), inactives show top-dose growth rescue, usual class: activators | actives 0.063% (n = 410,000) | AID 1347071; also: potency is read from the fitted curve at half-maximal effect; nearly all actives have a fitted effect of over 55% in size
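Yeast A-beta toxicity model in growth medium with pinned compounds, 48 h at 30 C; growth read as absorbance at 600 nm. Normalized to FeCl3/clioquinol equimolar mix (positive) and DMSO (negative).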
TDP-43 yeast inh – inhibitors of TDP-43 toxicity in yeast. actives 1.8% (n = 410,000). TDP-43 expressing yeast growth rescue, BacTiter-Glo, 24 h. AID 652104. Potency, µM (doses to about 46.1 µM), for the others: at the highest dose growth rescue (activation), most hits filed as activators; also: potency is read from the fitted curve at half-maximal effect; % of control where 0% means no effect; nearly all actives have a fitted effect of over 50% in size
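In this qHTS, compounds that restore growth of yeast expressing TDP-43 appear as activators. Cells (OD600=0.02, galactose medium, raffinose-pregrown) are incubated with compound 24 hr at 30 deg C and growth is quantified by BacTiter-Glo.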
MmCpn inh – inhibitors of Methanococcus maripaludis chaperonin (MmCpn). Potency, µM (highest dose often 76.9 µM), for inactives: top-dose activity, negative = inhibition, usual class: inhibitors. actives 0.031% (n = 330,000). AID 504842. purified Mm-Cpn ATPase, ADP Transcreener TR-FRET; also: potency is read from the fitted curve at half-maximal effect; % is scaled to controls: 0 for no effect and ±100 for the full control effect; nearly all actives have a fitted effect of over 80% in size
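Quantitative HTS used 25 nM Mm-CPN and 10 uM ATP in magnesium/KCl Tris buffer, pH 7.4, with 1 mM DTT. Hydrolysis ran 30 min at 37°C; ADP was read by HTRF.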
An asterisk follows results filed as active; i = inactive; ? = inconclusive; . = no result given; & = joins results of further samples; [ ] = dose if it differs, or a comment. Unless noted, calls follow the shape of the dose curve; as a rule, active = well fitted curve in the direction sought with a large enough effect; inconclusive = small, poorly fitted or top-dose-only effect, or another doubt; inactive = no such curve, though single readings can be large; an effect the other way counts as inactive or inconclusive. The list is partial. The share of hits here may be higher or lower than overall.

SMILES | FUS suppressor | GLP-1R inv ag | Akt phos inh | PTHR1 ag | HEK293 tox | aSyn rescue | Abeta rescue | TDP-43 yeast inh | MmCpn inh
COc1ccccc1N1CCN(C(=O)c2ccc3nc(-c4ccco4)c(-c4ccco4)nc3c2)CC1 | 42% | ? | i | -30% | -11% | 17% | -14% | 23% | -2%
COc1cccc(-c2nc(CS(=O)(=O)CC(=O)NCCCN3CCN(C)CC3)c(C)o2)c1 | 33%&-5% | 4%&2% | i | -18% | 7%&11% | -1% | 3%&-3% | -3%&-4% | -14%
Cn1c(Cn2c(=O)sc3ccccc32)nnc1SCC(=O)NCc1ccc(F)cc1 | -6% | 13% | i | -19% | 3% | -10% | 12% | 0% | 4%
CCCc1nc(NCC2CCCO2)c2nnn(Cc3ccccc3)c2n1 (stereo unspecified) | 6% | ? | . | 13%[57.5 µM] | 7% | -5% | -16% | -6% | -2%
O=c1c(Cc2ccc(F)cc2)c(O)ccn1C1CC1 | -15% | 7% | i | i | 5% | 3% | -12% | 10% | 1%
Cc1ccccc1NC(=O)CCS(=O)(=O)c1ccc(Br)s1 | -18% | -8% | i | i | 19% | 2% | -14% | -1% | -6%
COC(=O)c1cccc(NC(=O)c2ccc3c(c2)C(=O)N(C(C)(C)C)C3=O)c1 | 26% | ? | i | -66%[inhibitor] | 2% | 2% | -6% | 2% | -1%
CCC[C@H]1COCCS(=O)(=O)N1Cc1ccccc1 | -20% | -9% | i | -18% | 1% | 4% | 7% | 10% | ?
CCn1cc(C(=O)NCCN(C)C)c(=O)c2cc(F)c(N3CCN(C)CC3)cc21 | 33% | ? | i | -5% | ? | 0% | -9% | -9% | 0%
Cc1cc(C)c(N=Cc2c(O)n(-c3nccs3)c(=O)c3ccccc23)c(C)c1 | ? | ? | i | i | -7% | 8% | -9% | 4% | -5%
COc1cccc(C(=O)C2CCCN(Cc3cccn3-c3ccccn3)C2)c1 (stereo unspecified) | 23% | ? | i | ? | -9% | -1% | -11% | 0% | 0%
CCOC(=O)N1CCN(Cc2nc3cc([N+](=O)[O-])ccc3n2C(C)C)CC1 | 17% | 1% | . | -21% | 1% | . | 9% | 24% | .
CC1(C)OC2C(CO)OC(n3cnc4c(=S)nc[nH]c43)C2O1 (stereo unspecified) | 1% | 10% | i | -5% | -3% | 15% | -11% | 0% | -4%
CCc1nn(CC(=O)NCCCN(C)C2CCCCC2)c(=O)c2cc3occc3n12 | -5% | 10% | i | i | 1% | -2% | -2% | -14% | -4%
CCCS(=O)(=O)NC(=O)C1(C)CCCN(C(=O)c2nc3ccccc3s2)C1 (stereo unspecified) | -16% | 26% | i | -20% | 1% | 4% | -8% | 1% | .
CCOC(=O)C1(C)CCN1C(=O)c1cccc2ccccc12 (stereo unspecified) | -19% | 0% | i | -19% | 7% | ? | -14% | 11% | .
COc1ccc(Cl)cc1NC(=O)COc1ccc(S(=O)(=O)N2CCOCC2)cc1C | -7% | 1% | i | -11% | -13% | 1% | -3% | 11% | -1%
CC(=O)c1ccc(C(=O)N2CCCC(Nc3ccc(C(C)C)cc3)C2)s1 (stereo unspecified) | 1% | -27% | . | -93%[inhibitor] | -16% | 2% | 15% | 15% | 1%
O=[N+]([O-])c1ccc(Oc2ccc(F)cc2)c2ccncc12 | -8% | -25% | i | -6% | -8% | 9% | -39%[inhibitor] | ? | 0%
COc1ccc(CNC(=O)c2cc(-c3cccc(Cl)c3)on2)cc1 | -5% | -7% | . | i | 1% | . | -12% | 18% | .
COc1cccc(NC(=O)CSc2nnc(-c3ccoc3C)n2-c2ccccc2)c1 | -2% | 11µM* | i | -5%[57.5 µM] | 2% | 5% | -21% | 6% | -2%
COC(=O)[C@@]12C[C@@H](CC(=O)NCc3cccc(C(F)(F)F)c3)C(=O)N(Cc3ccccc3)C1=CCC(C)(C)C2 | ? | ? | i | -10% | -21% | 27% | 10% | -10% | .
CC1CCCCN1CCNC(=O)c1ccc2c(c1)N(Cc1cccc(Cl)c1)C(=O)c1ccccc1S2(=O)=O (stereo unspecified) | 5% | ? | i | i | ? | 1% | 3% | 0% | .
COc1ccccc1OCCNC(=O)C1CCN(C(C)=O)CC1 | 3% | 7% | i | -23% | -4% | 0% | 9% | 19% | 3%
CCOP(=O)(OCC)C(Nc1ccccc1)c1cccnc1 (stereo unspecified) | 10% | 5% | i | -32%[inhibitor] | 2% | 2% | -7% | -6% | 0%
O=C(CCl)Nc1cccc(Oc2ccccc2)c1 | 3% | ? | i | -34%[inhibitor] | ? | -2% | -38%[inhibitor] | ? | ?
Cc1ccc(-c2sc(C(=O)NN)c(C)c2C#N)cc1 | 25% | -20% | i | -21% | -2% | 1% | -11% | 4% | -1%
Cc1c(Cl)cccc1-n1ncc(C(=O)NC2CCCCC2)c1C1CCN(C(=O)OC(C)(C)C)CC1 | -12% | 6% | . | i | 0% | . | 16% | ? | .
CS(=O)(=O)N(CC(=O)Nc1cc(Cl)ccc1Cl)c1ccccc1Cl | ? | ? | i | i | 11% | 19% | 26% | 23% | 1%
Cc1cccc(N(CC(=O)NCC2CCCO2)C(=O)CCC(=O)Nc2nccs2)c1 (stereo unspecified) | 11% | -2% | i | -19% | 2% | -1% | -10% | 13% | -2%
CCN(CC)C(=O)c1ccc(/C=C/c2c[nH]c3ccccc23)[n+](C)c1 | ? | -1% | i | i | -20% | 4% | 9% | -13% | -5%
CC(C)(C(=O)N1CCC1(C)C(=O)NS(=O)(=O)c1ccc(Br)cc1)c1ccccc1 (stereo unspecified) | 4% | -6% | i | i | -3% | 11% | -10% | ? | .
O=C(CCn1c(=O)sc2ccccc21)Nc1nc2ccccc2s1 | 28% | ? | i | -28% | -2% | 12% | -15% | 28µM* | -1%
CC(OC(=O)CNC(=O)c1ccc(F)cc1)C(=O)Nc1ccc(S(=O)(=O)N2CCOCC2)cc1 (stereo unspecified) | 4% | 3% | i | -2% | 1% | 6% | 2% | 6% | 3%
Cc1ccc(Nc2nc(N)c([N+](=O)[O-])c(NCc3ccco3)n2)cc1 | 34% | 26% | i | -17% | 20% | 20% | 3% | 9% | -4%
COc1cc2c(cc1OC)C(C(=O)O)C(c1ccc(C)o1)N(C)C2=O (stereo unspecified) | -7% | 11% | i | -3% | -5% | -3% | -1% | 10% | -1%
Cc1[nH]c(SCC(=O)Nc2cc(C(N)=O)cc(C(N)=O)c2)nc1Cc1ccccc1 | -5% | 7% | i | -3% | 5% | 1% | -5% | -9% | 1%
O=[N+]([O-])c1ccc(-c2nnc(-c3ccccc3)c(NCCCO)n2)cc1 | . | 27% | i | -2% | -5% | -4% | 6% | 8% | 3%
COc1ccccc1NC(=O)COc1ccc(C(F)(F)F)cc1[N+](=O)[O-] | -2% | 0% | i | i | 13% | -1% | -3% | -8% | .
OCC1CCCN(C(=S)Nc2ccc(Oc3ccccc3)cc2)C1 (stereo unspecified) | 26% | -25% | i | i | -2% | 0% | 4% | 4% | 0%
CCCCN1C(=O)C(CC(=O)NCCCCc2ccccc2)CC(C(=O)N2CCCCCC2)=C1C (stereo unspecified) | 28% | -10% | i | -29% | -13% | -1% | -6% | -4% | .
Cc1c(C(=O)Nc2ccc(C(=O)O)cc2)cnn1C | 6% | -3% | i | -4%[57.5 µM] | -8% | -1% | -3% | -2% | 0%
CN(c1ccccc1)S(=O)(=O)c1cccc(C(=O)Nc2nn[nH]n2)c1 | 19% | -3% | i | -7% | -7% | 4% | 4% | 8% | 0%
O=C(COc1ccc(Cl)cc1)Nc1c(-c2cccs2)nc2ccccn12 | 34% | -10% | i | i | -20% | -2% | -5% | -3% | -20%
CCn1c(CNC(=O)COc2ccc(C(C)C)cc2)nnc1SCC(=O)NC1CCCCC1C (stereo unspecified) | 26% | 6% | i | -25%[57.5 µM] | -18% | -7% | 7% | -8% | 0%
CCN1CCN(CC(=O)N2N=C(c3cccs3)CC2c2ccc(OC)cc2)C(=O)C1=O (stereo unspecified) | 13% | 5%[0.307 µM] | i | -13% | 6%[0.307 µM] | 0% | -6% | -17% | 2%
S=c1[nH]nc(-c2ccco2)n1/N=C/c1ccc(Cl)c(Cl)c1 | 22% | 2% | i | -24% | 3%[1.53 µM] | -1% | 11% | 22% | -2%
Cn1c(=O)c([N+](=O)[O-])c(NCC(O)c2ccccc2)c2ccccc21 (stereo unspecified) | 20% | 0% | i | -4% | -21% | 1% | -8% | -20% | 1%
Cc1cc(NC(=O)C(C)SCC(=O)Nc2ccc(Br)cc2Br)no1 (stereo unspecified) | -13% | ? | i | -34% | -4% | 11% | 21% | ? | 0%

Single records, from the list above.
Results for O=C(COc1ccc(Cl)cc1)Nc1c(-c2cccs2)nc2ccccn12 → FUS suppressor = 34%; GLP-1R inv ag = -10%; Akt phos inh = i; PTHR1 ag = i; HEK293 tox = -20%; aSyn rescue = -2%; Abeta rescue = -5%; TDP-43 yeast inh = -3%; MmCpn inh = -20%
Results for OCC1CCCN(C(=S)Nc2ccc(Oc3ccccc3)cc2)C1 (stereo unspecified) → FUS suppressor = 26%; GLP-1R inv ag = -25%; Akt phos inh = i; PTHR1 ag = i; HEK293 tox = -2%; aSyn rescue = 0%; Abeta rescue = 4%; TDP-43 yeast inh = 4%; MmCpn inh = 0%
